# Assay outcomes deposited in PubChem by National Center for Advancing Translational Sciences (NCATS).
# BRCT inh red – BRCT-phosphoprotein interaction inhibition (red fluorophore); 75,000 compounds, 0.03% hits; Potency, µM (series often up to 76.9 µM), inactives show top-dose activity change, negative = inhibition, most hits filed as inhibitors; P38398; BRCT-phosphopeptide binding, red fluorescence polarization; further: on the % scale 0 is the no-effect control and ±100 the full control effect
#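 Rhodamine-labelled pBACH1 10-mer (100 nM) bound to BRCT domain (100 nM) at pH 7.3; compounds incubated 12 min room temperature, polarization read. Free peptide defines full inhibition; unlabelled decapeptide titrated as control.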
# USP2a inhib – USP2a (human) protease inhibition | O75604 | USP2a enzymatic assay, qHTS inhibition | Potency, µM (top dose mostly 38.3 µM), for inactives: at the top dose activity change, negative = inhibition, most hits filed as inhibitors | 60,000 compounds, 0.1% hits | AID 927;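 further: potency means the concentration at half of the fitted maximal effect; nearly all actives have a fitted effect of over 60% in size; plate controls were DMSO for no effect and NEM full inhibition control for full effect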
#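 Inhibition is measured in a cell-free coupled assay with 20 nM USP2 core, 20 nM Ub-PLA2 and 20 uM NBD C6-HPC, 2.5 h incubation. Activity normalized to NEM control.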
# HADH2 inhib – inhibitors of human HADH2 dehydrogenase. Q99714. 73,000 compounds, 3.4% hits. recombinant HADH2, NADH fluorescence, beta-hydroxybutyryl-CoA. Potency, µM (highest dose often 57.1 µM), for the others: at the highest dose activity change, negative = inhibition, most hits filed as inhibitors. AID 886; further: potency means the concentration at half of the fitted maximal effect; on the % scale 0 is the no-effect control and ±100 the full control effect; nearly all actives have a fitted effect of over 60% in size; many of its hits are not listed in these tables
# Target sequence (Q99714 whole entry, looked up, one chain of several): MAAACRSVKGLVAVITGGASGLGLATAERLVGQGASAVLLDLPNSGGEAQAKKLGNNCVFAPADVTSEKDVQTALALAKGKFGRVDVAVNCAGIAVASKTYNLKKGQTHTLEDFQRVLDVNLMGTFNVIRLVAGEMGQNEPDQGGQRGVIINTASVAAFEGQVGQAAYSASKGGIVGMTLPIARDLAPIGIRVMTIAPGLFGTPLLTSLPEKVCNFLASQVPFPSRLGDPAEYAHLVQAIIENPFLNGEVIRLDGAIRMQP
#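 E. coli-expressed His-tagged HADH2 tested at 20 nM in alkaline Tris buffer (pH 9.0); oxidation of 90 uM beta-hydroxybutyryl-CoA with 1 mM NAD+ tracked fluorimetrically for 4 min.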
# Hsp90 Hop PPI – changes Hsp90-Hop TPR2A binding signal, up or down. AlphaScreen TPR2A-His6 binding biotin-Hsp90 C-terminal peptide. Potency, µM (series often up to 57 µM), for inactives: at the highest dose activity change, negative = inhibition. 71,000 compounds, 0.44% hits. AID 595; active means well fitted curve in either direction with a large enough effect; inconclusive means small, poorly fitted or top-dose-only effect, or another doubt; further: potency means the concentration at half of the fitted maximal effect; on the % scale 0 is the no-effect control and ±100 the full control effect; many of its hits are not listed in these tables
# DNA Pol III inh – blocks replication by bacterial DNA polymerase III holoenzyme; reconstituted DNA polymerase III holoenzyme replication, biochemical; 71,000 compounds, 0.25% hits; Potency, µM (highest dose often 57.1 µM), for the others: at the highest dose activity change, negative = inhibition; AID 603; further: potency means the concentration at half of the fitted maximal effect; on the % scale 0 is the no-effect control and ±100 the full control effect
#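 Reconstituted *E. coli* holoenzyme (0.35 nM Pol III, 1 nM beta, 154 nM SSB, 2 nM primase) was preincubated with compound for 15 min at RT. Synthesis on 1.4 nM ssM13Gori ran 35 min, then was stopped with PicoGreen/EDTA and read as dsDNA fluorescence.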
# BRCT PPI green – blocks human BRCA1 BRCT binding to phosphopeptide, green readout; P38398; BRCA1 BRCT-phosphopeptide binding, green fluorescence polarization; Potency, µM (highest dose often 76.9 µM), for inactives: top-dose activity change, negative = inhibition, usual class: inhibitors; 75,000 compounds, 0.05% hits; AID 875;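 further: potency means the concentration at half of the fitted maximal effect; plate controls were peptide without protein for full effect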
#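 Fluorescence polarization: His-tagged BRCT (~35 kDa BRCA1 C-terminus, 250 nM) bound to 100 nM fluorescein-labeled phosphorylated 10-aa BACH1 peptide, pH 7.3 phosphate buffer with DTT and Tween 20. Compounds incubated 12 min at room temperature; inhibition read as lowered polarization.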
# UbGFP stabilizer – ubiquitin-GFP accumulation via proteasome inhibition | Potency, µM (highest dose often 45.9 µM), for the others: at the top dose activation (GFP accumulation), usual class: activators | Ubiquitin-GFP reporter cells, proteasome inhibition, GFP fluorescence; response scale: untreated = 0%, 10 µM MG-132 = 100% | 67,000 tested, under 10 active | AID 526; active means well fitted activation curve with a large enough effect, not every such curve was filed as active; inconclusive means small, poorly fitted or top-dose-only effect, or another doubt; inactive means no such curve, though single readings can be large or run the other way; further: potency means the concentration at half of the fitted maximal effect
#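 Proteasome block read as GFP accumulation: ubiquitin(G76V)-GFP U2OS cells exposed to compound (2.9 nM–46 uM) for 4 hr at 37 C. Normalization used untreated cells as 0% and 10 uM MG-132 as 100%; concentration-response curves fitted.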
# GFP derepression – epigenetic modulators derepressing GFP locus in mouse cells | AID 597 | mouse C127i GFP locus derepression, cytometry, 30 h | Potency, µM (highest dose often 46.1 µM), for the others: top-dose GFP derepression (activation) | 68,000 compounds, 0.09% hits; further: % of control where 0% means no effect
#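 Murine C127i mammary cells carrying a silenced, stably integrated CMV-driven GFP reporter were treated with compound for 30 hours at 37 C. After PBS washes, GFP-positive cells were counted by laser-scanning microplate cytometry.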
# HBB splice mod – alters splicing of the hemoglobin beta chain | HBB splicing reporter cell assay, activation; EGFP reporter with mutant IVS2-654 intron; response scale: normalised to 500 nM splice-correcting PNA | Potency, µM (titrated, usually from 46.1 µM), for inactives: top-dose activation, usual class: activators | 65,000 compounds, 0.06% hits; further: potency means the concentration at half of the fitted maximal effect; 0% is about no effect
#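 HeLa cells stably expressing EGFP interrupted by mutant beta-globin intron 2 (IVS2-654), 500/well in 2% FCS. Treated with compound for 2 days at 37C. Splicing correction scored as total well GFP intensity (488 nm excitation, 500-520 nm emission); 500 nM antisense PNA served as control.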
# 15-hLO inh – inhibitors of human 15-lipoxygenase (ALOX15) | purified 15hLO-1, xylenol orange hydroperoxide absorbance | Potency, µM (highest dose often 57.1 µM), inactives show at the top dose activity change, negative = inhibition, actives largely listed as inhibitors | P16050 | 74,000 compounds, 1.4% hits; further: potency means the concentration at half of the fitted maximal effect; on the % scale 0 is the no-effect control and ±100 the full control effect; nearly all actives have a fitted effect of over 55% in size
# Target sequence (P16050 whole entry, looked up): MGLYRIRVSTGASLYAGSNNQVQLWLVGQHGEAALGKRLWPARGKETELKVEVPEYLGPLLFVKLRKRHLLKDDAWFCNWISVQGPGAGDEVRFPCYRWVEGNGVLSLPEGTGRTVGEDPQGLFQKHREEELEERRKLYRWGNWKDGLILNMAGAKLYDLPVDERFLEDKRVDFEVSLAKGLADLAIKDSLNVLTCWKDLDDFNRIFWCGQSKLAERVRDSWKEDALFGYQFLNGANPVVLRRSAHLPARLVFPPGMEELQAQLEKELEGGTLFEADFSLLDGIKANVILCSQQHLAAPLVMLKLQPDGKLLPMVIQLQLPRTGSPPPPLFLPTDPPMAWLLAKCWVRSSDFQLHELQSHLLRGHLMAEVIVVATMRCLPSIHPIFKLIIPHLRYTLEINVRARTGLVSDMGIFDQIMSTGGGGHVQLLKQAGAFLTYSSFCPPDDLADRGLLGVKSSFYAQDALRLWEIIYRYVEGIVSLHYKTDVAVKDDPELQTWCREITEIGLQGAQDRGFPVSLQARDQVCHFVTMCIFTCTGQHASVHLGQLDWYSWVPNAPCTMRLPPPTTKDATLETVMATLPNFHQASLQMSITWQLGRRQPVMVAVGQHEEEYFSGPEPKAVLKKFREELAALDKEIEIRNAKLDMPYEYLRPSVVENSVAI
#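 Readout: Fe(III)-xylenol orange absorbance, 573-to-405 nm ratio as reaction progress. Enzyme 40 nM purified human 15hLO-1, substrate 50 uM arachidonic acid, 6 min RT after 15 min compound preincubation; Hepes pH 7.5 buffer with Triton X-100.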
# CRE Fsk mod – alters forskolin-stimulated CRE reporter signaling in CHO cells. CHO CRE-bla reporter (cAMP response element driving beta-lactamase), forskolin EC10, beta-lactamase ratio. Potency, µM (doses to about 38.2 µM), without a hit: at the top dose activity change, negative = inhibition, hits mostly activators. 71,000 compounds, 2.5% hits; active means well fitted activation curve with a large enough effect in the signal ratio, with a control signal flat, not every such curve was filed as active; inconclusive means small, poorly fitted or top-dose-only effect, or effect the other way, or a change in a side signal; the % refers to the signal ratio; further: potency means the concentration at half of the fitted maximal effect; % of control where 0% means no effect
#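 Beta-lactamase reporter under a cAMP responsive element in CHO cells; compounds tested in titration series against EC10 NKH 477, 3 h at 37 °C. Read-out: CCF4 FRET ratio 460nm/530nm (excitation 405nm) giving %Activity, fitted to AC50.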
# * marks the source's active call; other numbers are inactive results; ? = inconclusive; / = not tested or not shown; [ ] = another dose, or the depositor's remark. Unless noted, the call rests on the fitted dose curve; in most records, active means well fitted curve in the direction sought with a large enough effect; inconclusive means small, poorly fitted or top-dose-only effect, or another doubt; inactive means no such curve, though single readings can be large; an effect the other way counts as inactive or inconclusive. Only part of the results is shown; count on the stated rates, not on these rows.
SMILES,BRCT inh red,USP2a inhib,HADH2 inhib,Hsp90 Hop PPI,DNA Pol III inh,BRCT PPI green,UbGFP stabilizer,GFP derepression,HBB splice mod,15-hLO inh,CRE Fsk mod
O=C(NCc1ccc(F)cc1)C1C2C=CC3(CN(Cc4cccnc4)C(=O)C13)O2 (configuration not stated),1.3%,-4%,6%,-5%,-8%,-1.7%,11%,-1%,1.7%,7%,-26%
N#C/C(=C\Nc1ccc2c(c1)OCCO2)c1nc2ccccc2[nH]1,1.7%,29%,5%,-10%,6%,1.4%,-4%,0%,0.6%,-29%,?
Cc1ccccc1-c1nc(-c2cccnc2)no1,-0.4%,/,8%,5%,0%,-0.2%,-1%,6%,-0.2%[57.5 µM],11%,0%
O=C(NCC1CCCO1)C1CCN(c2ccc(S(=O)(=O)N3CCCC3)cc2)CC1 (configuration not stated),1.7%,/,1%,-3%,-6%,2.9%,-2%,7%,0.5%[57.5 µM],8%,0%
CCCOc1ccc(S(=O)(=O)NCc2ccc(OC)cc2)cc1,1.8%,5%,-12%,0%,-3%,-0.5%,?,4%,0.5%,-3%,4%
O=C1CCCC/C1=C\Nc1ccc(O)cc1,-7.1%,-10%,?,-7%,-11%,0.1%,-4%,2%,0.7%,20µM*,1%
COc1ccccc1NC(=O)CSc1nnc(Cn2cnc3ccccc32)n1C,-0.3%,7%,32%[activator],6%,-9%,0.7%,-4%,0%,/,7%,2%
O=C1CC(C(F)(F)C(F)(F)C(F)(F)C(F)F)=Nc2ccccc2N1,0.7%,-2%,3%,-4%,-1%,-1.3%,-2%,2%,0.8%,0%,-2%
O=C(c1cc(Cl)ccc1Cl)N1CCOCC1,-1.2%,/,-5%,-4%,1%,-0.7%,-12%,9%,-0.3%,-1%,-5%
CC(=O)c1cc2c(cc1NC(=O)CN1CCN(c3cccc(C(F)(F)F)c3)CC1)OCO2,-2.5%,22%,33%[activator],6%,-4%,-1.5%,-1%,0%,/,-13%,6%
COc1ccccc1-n1c(=S)sc2c(=O)n(Cc3ccco3)c(SC)nc21,-0.7%,34%[activator],?,-25%,1%,0.9%,/,-2%,1.7%[0.369 µM],-25%,?
COc1ccccc1C(=O)NCCn1cc(SCC(=O)Nc2nnc(C)s2)c2ccccc21,-4.0%,50%[activator],5%,?,1%,-1.0%,3%,0%,-0.6%,-15%,?
CCCC1(C(=O)O)NC(c2ccc(OC)cc2O)C2C(=O)N(c3ccc(OC)cc3)C(=O)C21 (configuration not stated),-0.8%,/,4%,-2%,0%,0.1%,5%,/,-0.6%,3%,-11%
O=C1CC(=O)CC(c2ccccc2Cl)C1,-1.1%,14%[7.66 µM],-10%[11.4 µM],-7%[11 µM],-3%[11.4 µM],-0.8%,11%[9.17 µM],-5%,-0.6%[0.0738 µM],0%[11.4 µM],?
CCCCn1c(SCc2cc(=O)n3ccsc3n2)nc2cc(C(=O)OC)ccc2c1=O,0.2%,32%[activator],20%,?,-13%,2.5%,-2%,0%,-3.1%,-13%,?
O=C(CCCc1ccccc1)NCCCN1CCOCC1,0.4%,-9%,2%,1%,-3%,3.3%,-8%,0%,0.7%,-1%,-2%
CCn1c(SCC(=O)Nc2cc(C)on2)nnc1-c1ccc(S(=O)(=O)N2CCCC2)cc1,1.3%,-2%,12%,-8%,-2%,0.0%,5%,0%,/,18%,-3%
O=C(NCc1ccc(F)cc1)N[C@@H](Cc1ccccc1)C(=O)O,-0.5%,2%,-6%,1%,-4%,-2.1%,-3%,-4%,-3.0%[57.5 µM],-1%,?
Cn1c(-n2c(CCN3C(=O)c4ccccc4C3=O)nc3ccccc3c2=O)nc2ccccc21,1.2%,34%[activator],-2%,-7%,-2%,-0.5%,21%,9%,-2.1%,-14%,3.2µM*
CCCCOc1ccc(OC(=O)c2cccnc2)cc1,-0.5%,8%,7%,0%,-1%,-2.0%,3%,0%,-0.2%,3%,2%
COC(=O)[C@@]1(Cc2ccc(F)cc2)[C@H]2c3cc(C(=O)N4CCCC4)n(Cc4ccc(C)o4)c3C[C@H]2CN1C(=O)c1ccccc1,-1.2%,/,10%,-22%,12%,3.8%,/,/,-0.9%,/,-9%
COc1cc(CN2CCN(C(=O)CC(C)C)CC2)cc(OC)c1OC,1.8%,-20%,14%,-6%,-4%,-3.3%,8%,0%,0.8%[9.22 µM],?,7%
CCN1CCN(Cc2cc(=O)oc3cc(C)cc(C)c23)CC1,0.7%,4%,5%,-4%,0%,0.1%,7%,-1%,2.2%,6%,-3%
N#Cc1cc2c(nc1SCC(=O)Nc1sc3c(c1C#N)CCC3)CCCCC2,0.3%,32%[activator],?,-2%,-8%,-1.2%,0%,0%,3.7%[57.5 µM],-4%,?
O=c1[nH]c2ccccc2n1C1=CCCC1,0.3%,-2%,14%,-3%,-6%,-5.7%,4%,6%,13%[0.369 µM],1%,24%
# The listing continues:
SMILES,BRCT inh red,USP2a inhib,HADH2 inhib,Hsp90 Hop PPI,DNA Pol III inh,BRCT PPI green,UbGFP stabilizer,GFP derepression,HBB splice mod,15-hLO inh,CRE Fsk mod
COc1ccc(C2CC(c3ccco3)n3ncnc3N2)cc1 (configuration not stated),-0.9%,/,-8%,-1%[2.3 µM],-3%,0.0%,-2%,/,-0.2%,2%,2%
CCc1c(C)sc(NC(=O)c2cc(C)no2)c1C#N,0.7%,/,?,-3%,-3%,-2.6%,12%,-3%,-1.6%,-5%,12%
COc1ccc(OCC(=O)OCCN2C(=O)c3ccccc3C2=O)cc1,-0.5%,22%,?,1%,4%,-2.2%,-6%,0%,2.0%,-16%,3%
CCOC(=O)c1nnn(-c2nonc2N)c1CN1CCCCCC1,-2.6%,-8%,9%,-9%,-5%,-4.5%,1%,2%,/,-1%,1%
CCCCCCn1c(NCC)nc2c1c(=O)[nH]c(=O)n2C,-0.8%,-20%,2%,0%,0%,-2.6%,-5%,-1%,/,1%,27%
CCS(=O)(=O)c1ccc(O)c(NC(=O)c2cc(OC)c(OC)c(OC)c2)c1,0.1%,-1%,-11%,-5%,-4%,-1.2%,15%,?,-0.1%,7%,?
O=C(CC(=O)N1CCN(c2ccccn2)CC1)Nc1ccc2nc3n(c(=O)c2c1)CCCCC3,0.6%,/,-14%,1%,-2%,8.4%,15%,0%,0.9%,-14%,7.9µM*
CS(=O)(=O)Nc1cccc(-c2ccc3ncnc(N4CCNCC4)c3c2)c1,-0.4%,68%[activator],8%,0%,-4%,-0.2%,-2%,-3%[9.22 µM],-0.4%,2%,?
Cc1cc(S(=O)(=O)NCC(C)C)ccc1OCC(=O)NCc1ccccn1,-0.4%,4%,8%,-2%,-1%,0.2%,-5%,3%,3.5%,5%,-15%
CS(=O)(=O)N1CCC[C@@]2(CCN(Cc3nccs3)C2)C1,-1.2%,6%,0%,-3%,-3%,-3.4%,4%,4%[9.22 µM],4.3%,5%,-4%

# In a second layout: entries from further up.
# Order of results: BRCT inh red | USP2a inhib | HADH2 inhib | Hsp90 Hop PPI | DNA Pol III inh | BRCT PPI green | UbGFP stabilizer | GFP derepression | HBB splice mod | 15-hLO inh | CRE Fsk mod
> CS(=O)(=O)N1CCC[C@@]2(CCN(Cc3nccs3)C2)C1
  -1.2% | 6% | 0% | -3% | -3% | -3.4% | 4% | 4%[9.22 µM] | 4.3% | 5% | -4%
> COc1ccc(C2CC(c3ccco3)n3ncnc3N2)cc1 (configuration not stated)
  -0.9% | / | -8% | -1%[2.3 µM] | -3% | 0.0% | -2% | / | -0.2% | 2% | 2%
> CCCCCCn1c(NCC)nc2c1c(=O)[nH]c(=O)n2C
  -0.8% | -20% | 2% | 0% | 0% | -2.6% | -5% | -1% | / | 1% | 27%
> Cc1cc(S(=O)(=O)NCC(C)C)ccc1OCC(=O)NCc1ccccn1
  -0.4% | 4% | 8% | -2% | -1% | 0.2% | -5% | 3% | 3.5% | 5% | -15%
